# LYPLA1 counter: counter-screen for PME1 inhibitors: inhibitors of human LYPLA1. O75608. recombinant LYPLA1, FP-Rh probe fluorescence polarization. inhibition, % at 5.9 µM. 320,000 compounds, 0.16% hits. AID 2174;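 active means inhibition above the mean of all tested compounds plus 3 SD, set per campaign, cut at about 14% in these data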;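 further: inhibitors block serine hydrolase probe labeling of LYPLA1 so polarization falls; 0% = enzyme with DMSO and 100% = wells lacking LYPLA1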
# Target sequence (O75608 whole entry, looked up): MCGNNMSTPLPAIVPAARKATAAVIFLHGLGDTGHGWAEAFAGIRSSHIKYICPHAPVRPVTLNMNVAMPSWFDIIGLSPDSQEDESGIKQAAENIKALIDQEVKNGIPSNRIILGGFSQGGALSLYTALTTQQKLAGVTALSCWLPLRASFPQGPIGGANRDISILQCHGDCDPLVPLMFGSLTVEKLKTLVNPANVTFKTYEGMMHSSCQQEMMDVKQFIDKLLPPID
# PREPL inhibitor: human PREPL enzyme inhibition | Q4J6C6 | recombinant PREPL, fluorescence polarization activity-based probe | inhibition, % at 5.96 µM | 320,000 compounds, 0.68% hits; in the data active means inhibition above about 43%;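 further: 0% = enzyme with DMSO and 100% = wells lacking enzyme; many of its hits are not listed in these tables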
# PAD4 FP inh: blocks human protein arginine deiminase 4. Q9UM07. recombinant PAD4, RCA probe fluorescence polarization. inhibition, % at 6.36 µM. 330,000 compounds, 0.41% hits;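 active means percent inhibition above a cutoff equal to the mean of all tested compounds plus 3 SD, cut at about 15% in these data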;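 further: 0% = PAD4 with RCA probe and DMSO and 100% = probe without PAD4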
# GSTO1 inh: GSTO1 inhibition, counter-screen for RBBP9 inhibitors; inhibition, % at 5.96 µM; P78417; recombinant GSTO1, activity-based probe fluorescence polarization; 300,000 compounds, 1.1% hits; AID 1974;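 active means inhibition above the campaign mean inhibition plus 3 SD, cut at about 35% in these data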;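 further: 0% = GSTO1-1 with DMSO and 100% = wells lacking GSTO1-1 enzyme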
# Target sequence (P78417 whole entry, looked up): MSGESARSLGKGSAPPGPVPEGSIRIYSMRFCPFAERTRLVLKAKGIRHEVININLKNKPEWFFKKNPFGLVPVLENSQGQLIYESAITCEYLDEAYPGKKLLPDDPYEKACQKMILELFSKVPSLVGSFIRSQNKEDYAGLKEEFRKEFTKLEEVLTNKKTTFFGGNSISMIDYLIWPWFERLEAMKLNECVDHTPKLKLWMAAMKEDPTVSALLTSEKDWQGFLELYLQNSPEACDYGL
# LYPLA2 counter: blocks human lysophospholipase 2, a PME1 counter-screen. O95372. recombinant LYPLA2, FP-Rh probe fluorescence polarization. inhibition, % at 5.9 µM. 320,000 compounds, 0.38% hits. AID 2177;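 active means inhibition above the screen-wide mean plus 3 SD, limit set per campaign, cut at about 26% in these data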;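 further: 0% = LYPLA2 with DMSO and 100% = wells lacking LYPLA2 enzyme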
# Target sequence (O95372 whole entry, looked up): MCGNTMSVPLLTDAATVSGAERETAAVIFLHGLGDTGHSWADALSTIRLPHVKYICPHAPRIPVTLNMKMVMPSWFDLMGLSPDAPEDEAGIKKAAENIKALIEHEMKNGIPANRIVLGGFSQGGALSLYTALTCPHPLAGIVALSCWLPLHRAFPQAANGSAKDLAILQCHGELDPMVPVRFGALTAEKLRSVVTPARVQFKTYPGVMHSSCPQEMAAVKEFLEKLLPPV
# PAFAH1B3 FP inh: inhibitors of human PAFAH1B3; recombinant PAFAH1B3, FP-rhodamine probe, fluorescence polarization; inhibition, % at 3.39 µM; 340,000 compounds, 0.28% hits;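 active means inhibition above the screen-wide average of all tested compounds plus 3 SD, cut at about 25% in these data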;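 further: 0% = enzyme with DMSO only and 100% = wells lacking PAFAH1B3 protein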
# EBNA-1 inhibitor: blocks EBNA-1 binding to DNA. AID 1950. EBNA-1 DNA binding, fluorescence polarization. 300,000 compounds, 0.34% hits. inhibition, % at 14.8 µM; in the data active means inhibition above about 28%
# PAFAH2 FP inh: inhibitors of human PAFAH2; Q99487; recombinant PAFAH2, FP-rhodamine activity probe, fluorescence polarization; inhibition, % at 3.39 µM; 340,000 compounds, 0.99% hits;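 active means inhibition above the mean over all tested compounds plus 3 SD, cut at about 30% in these data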;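 further: inhibitors block probe labeling of enzyme so polarization drops; 0% = enzyme with DMSO and 100% = wells lacking PAFAH2 protein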
# ZTA DNA inh: counter-screen for EBNA-1 inhibitors: inhibitors of Epstein-Barr virus ZTA. P03206. ZTA-DNA binding, fluorescence polarization. inhibition, % at 11 µM. 320,000 compounds, 0.15% hits; in the data active means inhibition above about 33%
# Target sequence (P03206 whole entry, looked up): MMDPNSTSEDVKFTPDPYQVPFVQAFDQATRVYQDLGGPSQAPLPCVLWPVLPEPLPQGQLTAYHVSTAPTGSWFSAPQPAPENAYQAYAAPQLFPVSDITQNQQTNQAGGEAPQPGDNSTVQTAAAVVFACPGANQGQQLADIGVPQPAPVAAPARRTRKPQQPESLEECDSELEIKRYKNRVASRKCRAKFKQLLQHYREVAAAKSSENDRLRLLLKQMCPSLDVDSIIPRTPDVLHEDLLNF
# Starred values were filed as active, the others as inactive; . = no result given. An excerpt (hit frequency here may not be typical).
SMILES,LYPLA1 counter,PREPL inhibitor,PAD4 FP inh,GSTO1 inh,LYPLA2 counter,PAFAH1B3 FP inh,EBNA-1 inhibitor,PAFAH2 FP inh,ZTA DNA inh
CSc1ncc(CN2CCc3c([nH]c4ccccc34)C2C(C)(C)C)cn1 (stereo unspecified),1,-17,-1,-1,-2,7,-9,2,-2
COc1ccc(-c2cc(=O)oc3cc(OC(C)C(=O)Nc4ccc(CN5CCOCC5)cc4)ccc23)cc1 (stereo unspecified),-12,-40,1,-13,3,2,17,1,2
Cc1cc(C(=O)N2CCN(C/C=C/c3ccccc3)CC2)cs1,1,30,4,5,5,1,1,-2,-1
CC(C)CN(C(=O)COC(=O)/C=C/c1cccs1)c1c(N)n(Cc2ccccc2)c(=O)[nH]c1=O,3,2,-5,6,-1,1,4,5,2
CCOc1cc(/C=N/NC(=O)CSc2nncn2C)ccc1OCC(N)=O,1,-8,5,10,4,-2,4,-12,13
Clc1ccc(SCCOCCN2CCOCC2)cc1,-3,-2,-4,-4,1,1,1,-5,2
Cc1ccc(CSc2nnc(CCNC(=O)OC(C)(C)C)o2)cc1,-2,16,-5,2,-6,1,-18,-5,-5
Cn1c(=O)c2c(nc(CN3CCN(Cc4ccccc4)CC3)n2Cc2ccc(F)cc2)n(C)c1=O,0,-9,-4,2,-4,-1,0,-2,1
CCOC(=O)c1[nH]c(C)c(C(=O)NC2CCN(C(=O)OCC)CC2)c1C,5,-5,-3,4,4,5,-2,1,2
C=CCOc1c(Br)cc(CNn2c(C)n[nH]c2=S)cc1OCC,0,18,0,5,-4,-2,0,3,-10
CCC1(c2ccc(F)cc2)NC(=O)N(CC(=O)N2c3ccccc3NC(=O)CC2C)C1=O (stereo unspecified),2,13,-1,.,3,-7,.,-3,-6
C[N+]1(CC(=O)NNc2c3ccccc3nc3ccccc23)CCOCC1,-1,17,-5,3,-8,.,3,.,-17
COc1ccc(Cc2nnc(NC(=O)Nc3ccc(C)cc3)s2)cc1OC,-5,3,0,-1,-2,3,8,-6,0
COc1ccccc1N1C(=O)CC(Nc2ccc(N3CCOCC3)cc2)C1=O (stereo unspecified),2,13,24*,5,4,18,-21,19,-13
COc1ccccc1NC(=O)c1ccc(NC(=O)COC(=O)CC(NC(=O)c2ccccc2Cl)c2ccccc2)cc1 (stereo unspecified),-29,-11,-1,-5,-38,-4,13,-7,13
Cc1cc(=O)[nH]c(N/N=C/c2ccc(Cl)c([N+](=O)[O-])c2)n1,0,9,1,14,-4,-1,-3,-4,3
CC1(C)CC(=O)C2=C(C1)OC1=C(C2)C(=O)CC(C)(C)C1,1,4,-1,0,7,12,-8,-2,-11
CNC(=O)c1[nH]cnc1C(=O)N[C@@H](C)C(=O)OCc1ccccc1,-4,-2,-1,4,-1,9,9,8,1
CCN(C(=O)COC(=O)c1sccc1C)c1c(N)n(Cc2ccccc2)c(=O)[nH]c1=O,-1,1,1,13,-2,10,2,-3,-1
O=C(NCCN1CCOCC1)C1CCN(c2nc3ccccc3o2)CC1,2,4,1,2,2,8,0,-1,-13
O=C(Cn1ncc2c(=O)oc3ccccc3c21)NCCCN1CCCC1=O,6,-4,-4,0,6,10,6,-3,11
CCCCCCn1c(N2CCN(c3ccccc3)CC2)nc2c1c(=O)[nH]c(=O)n2C,-2,41,-4,-8,-4,-3,2,6,3
CCN(CC)S(=O)(=O)c1ccc(OC)c(NC(=O)OCc2ccccc2)c1,0,29,2,-2,18,-7,7,2,8
COc1cccc(C(=O)Nc2ccc(N3CCN(C(=O)c4cccs4)CC3)cc2)c1,2,33,9,-6,13,9,-1,5,-15
CC(C)C(=O)NC(Nc1cc(C(F)(F)F)ccc1Cl)C(Cl)(Cl)Cl (stereo unspecified),-2,10,-1,5,-2,9,-15,-7,-13
SMILES,LYPLA1 counter,PREPL inhibitor,PAD4 FP inh,GSTO1 inh,LYPLA2 counter,PAFAH1B3 FP inh,EBNA-1 inhibitor,PAFAH2 FP inh,ZTA DNA inh
CC(=O)N1CC[n+]2c(-c3ccc([N+](=O)[O-])cc3)csc21,1,11,5,12,8,2,0,1,12
COc1ccc(Oc2c(C)oc3c(CN4CCOCC4)c(O)ccc3c2=O)cc1,13,-9,-4,5,10,1,1,0,5
COc1ccc(Cn2nnnc2C(c2cccs2)N2CCN(c3ccc([N+](=O)[O-])cc3)CC2)cc1 (stereo unspecified),-3,-47,-3,2,-4,10,-1,-9,-19
C=C1SC(=Nc2c(C)cc(C)cc2C)N(C(=O)c2sc3ccccc3c2Cl)C12CCCCC2,-3,-1,1,9,-5,7,-5,-6,9
COC(=O)c1ccc(C(=O)NC2CCCc3c2cnn3-c2cc(F)cc(F)c2)nc1 (stereo unspecified),1,1,2,2,1,1,-6,1,-10
C/C(=N/NS(=O)(=O)c1ccc(C)c(C)c1)c1ccncc1,3,3,4,5,-2,8,-5,-1,-12
COCCCN1C(=O)C(=O)/C(=C(/O)c2ccc(OC)cc2C)C1c1cccnc1 (stereo unspecified),-4,-7,0,-2,1,5,-9,-1,-6
CCCc1nnc(NC(=O)CC(C)c2ccccc2)s1 (stereo unspecified),-1,-1,0,-3,2,5,2,2,-6
CC1CCCCN1C(=S)NCCc1ccccc1 (stereo unspecified),2,3,-4,4,0,-2,-8,-7,10
O=C(CCSCCC(=O)NCc1ccc(F)cc1)NCc1ccc(F)cc1,1,-7,-5,1,5,3,2,-12,-16
COc1ccc(C)cc1S(=O)(=O)N(C)CC(=O)Nc1ccc2c(c1)OCO2,0,10,-4,8,3,11,-3,-3,6
COc1cc([N+](=O)[O-])ccc1NC(=O)CCCOc1cccc(C)c1C,-3,18,-5,-2,-4,-1,-5,0,0
Cc1ccc(NC(=O)C2CCCN2S(=O)(=O)c2ccc(F)cc2)c(C)c1 (stereo unspecified),3,1,-7,-2,2,6,-5,2,3
O=C(c1ccc(-c2ccccc2)cc1)C1CCCN(C(=O)c2ccncc2)C1 (stereo unspecified),2,2,-1,1,12,5,-5,-1,-11
CCOc1ccc(NS(=O)(=O)c2coc(C(N)=O)c2)cc1,3,10,-2,-3,-6,8,-8,-3,-5
CCOC(=O)c1cn(Cc2ccc(C)cc2)nn1,-3,2,1,-2,-5,0,-5,8,3
CC1(C)NC(=O)N(CCCCOc2ccc3c(c2)CCC3)C1=O,0,18,1,1,6,12,4,5,-15
O=S(=O)(NCCCCCCNS(=O)(=O)c1c(F)cccc1F)c1ccc2c(c1)OCCO2,1,-3,-3,.,7,-1,.,5,7
Nc1cccc2c1C(=O)N(C(=O)c1cccc(S(=O)(=O)N3CCCC3)c1)C2=O,-2,14,2,8,-3,0,1,6,-5
O=S(=O)(c1ccc2ccccc2c1)n1cccn1,3,-10,5,3,4,-15,-8,-1,2
CCC1C(=O)N=C(SCC(=O)Nc2ccc(S(N)(=O)=O)cc2)NC1=O (stereo unspecified),-2,2,16*,10,-1,0,-9,4,-6
Cc1cc(C(=O)Nc2c(F)cc(F)cc2Br)n(-c2ccccc2)n1,3,16,0,2,7,4,-7,2,-23
Cc1ccc(S(=O)(=O)N2CC=C(C(=O)NCCC(C)C)CC2)cc1,-6,-1,-6,0,-2,6,-5,-2,2
CCN(CC(=O)Nc1ccc(OC)cc1)C(=O)c1cc(S(=O)(=O)N2CCOCC2)ccc1N1CCCC1,-5,5,2,6,-5,-3,-7,0,-8
Cc1nc2ccccc2c2oc(C(=O)NCc3ccccn3)cc12,2,-1,1,-3,2,8,-1,1,8
SMILES,LYPLA1 counter,PREPL inhibitor,PAD4 FP inh,GSTO1 inh,LYPLA2 counter,PAFAH1B3 FP inh,EBNA-1 inhibitor,PAFAH2 FP inh,ZTA DNA inh
CCOC(=O)CN(C(=O)CNC(=O)c1ccco1)C(C(=O)NC1CCCC1)c1ccccc1OCC (stereo unspecified),3,29,2,-2,1,1,-9,-2,-11
COc1ccc(Cn2nc(C)cc2C)cc1OC,1,7,3,-3,1,18,1,7,-3
COc1cccc(C(=O)Nc2nnc(-c3ccc(F)cc3)o2)c1,-2,-3,-1,-4,-4,3,10,12,6
CN(C(=O)COC(=O)c1ccc(Cl)c(N)c1)c1ccccc1,-6,10,-3,8,2,.,-12,.,-21
CCCOC1CCCN(C(=O)CCc2nnc(CCCCc3ccccc3)o2)C1 (stereo unspecified),3,15,-9,4,6,0,-5,0,-1
Cc1ccc2c(c1)CCCN2C(=O)c1c(C)noc1C,-4,0,-3,2,4,2,14,0,25
Cn1c(N)c(S(=O)(=O)N2CCN(C(=O)c3ccco3)CC2)c(=O)n(C)c1=O,-1,0,-3,7,-4,1,5,0,13
CC(=O)C[C@H](O)CC(=O)[C@H]1OC(=O)CCCCCCCCc2ccccc21,.,18,-3,.,.,-10,.,-6,.
O=C(Nc1ccc(S(=O)(=O)Nc2cnc3ccccc3n2)cc1)c1ccc([N+](=O)[O-])cc1Cl,1,15,-5,2,9,11,6,-2,-13
CC(=O)OCC(=O)[C@@]1(OC(C)=O)[C@@H](C)C[C@H]2[C@@H]3C[C@H](F)C4=CC(=O)C=C[C@]4(C)[C@@]3(F)[C@@H](O)C[C@@]21C,0,-2,6,2,3,1,3,-11,1
COc1ccccc1/C=C\C(=O)NCC(=O)N/N=C/c1ccc(O)cc1O,-3,-4,-2,-1,-3,7,9,8,6

# Entries of single compounds as entered above:
# COc1ccc(Cn2nc(C)cc2C)cc1OC in the list: LYPLA1 counter: 1; PREPL inhibitor: 7; PAD4 FP inh: 3; GSTO1 inh: -3; LYPLA2 counter: 1; PAFAH1B3 FP inh: 18; EBNA-1 inhibitor: 1; PAFAH2 FP inh: 7; ZTA DNA inh: -3
# CC(=O)C[C@H](O)CC(=O)[C@H]1OC(=O)CCCCCCCCc2ccccc21 in the list: LYPLA1 counter: .; PREPL inhibitor: 18; PAD4 FP inh: -3; GSTO1 inh: .; LYPLA2 counter: .; PAFAH1B3 FP inh: -10; EBNA-1 inhibitor: .; PAFAH2 FP inh: -6; ZTA DNA inh: .

# By substructure: those above with an NH in an aromatic ring.
SMILES,LYPLA1 counter,PREPL inhibitor,PAD4 FP inh,GSTO1 inh,LYPLA2 counter,PAFAH1B3 FP inh,EBNA-1 inhibitor,PAFAH2 FP inh,ZTA DNA inh
CSc1ncc(CN2CCc3c([nH]c4ccccc34)C2C(C)(C)C)cn1 (stereo unspecified),1,-17,-1,-1,-2,7,-9,2,-2
CC(C)CN(C(=O)COC(=O)/C=C/c1cccs1)c1c(N)n(Cc2ccccc2)c(=O)[nH]c1=O,3,2,-5,6,-1,1,4,5,2
CCOC(=O)c1[nH]c(C)c(C(=O)NC2CCN(C(=O)OCC)CC2)c1C,5,-5,-3,4,4,5,-2,1,2
C=CCOc1c(Br)cc(CNn2c(C)n[nH]c2=S)cc1OCC,0,18,0,5,-4,-2,0,3,-10
Cc1cc(=O)[nH]c(N/N=C/c2ccc(Cl)c([N+](=O)[O-])c2)n1,0,9,1,14,-4,-1,-3,-4,3
CNC(=O)c1[nH]cnc1C(=O)N[C@@H](C)C(=O)OCc1ccccc1,-4,-2,-1,4,-1,9,9,8,1
CCN(C(=O)COC(=O)c1sccc1C)c1c(N)n(Cc2ccccc2)c(=O)[nH]c1=O,-1,1,1,13,-2,10,2,-3,-1
CCCCCCn1c(N2CCN(c3ccccc3)CC2)nc2c1c(=O)[nH]c(=O)n2C,-2,41,-4,-8,-4,-3,2,6,3

# Screening data as filed in PubChem.
